aSyn yeast rescue: qHTS of alpha-syn Inhibitors: NCGC Sytravon Library Screen; S. cerevisiae alpha-synuclein toxicity rescue, BacTiter-Glo growth, 24 h; Potency, µM (top dose mostly 46.1 µM), for the others: at the highest dose growth rescue (activation), most hits filed as activators; 94,000 tested, 0.02% active; AID 1347070, 2019; active means well fitted activation curve with a large enough effect; inconclusive means small, poorly fitted or top-dose-only effect; further: 0% is about no effect
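Growth restoration measured by BacTiter-Glo luminescence after 24 hr at 30 deg C; alpha-synuclein yeast, raffinose-pregrown to mid-log, were added at OD600=0.02 in galactose medium onto pinned compounds.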
Starred values were filed as active, the others as inactive; u = inconclusive; [ ] = remark or other dose. Potency means the concentration at half of the fitted maximal effect. Not all compounds are listed (hit frequency here may not be typical).

Structure	aSyn yeast rescue
O=C(Nc1cc(-c2nc3cc(Cl)ccc3o2)ccc1Cl)c1cccc2ccccc12	0%
CCOC(=O)N1CCN(Cc2nc3cc(NC(=O)c4ccc([N+](=O)[O-])cc4)ccc3n2C(C)C)CC1	-4%
CCc1ccc(C2CC(=O)N(c3cccc(C(F)(F)F)c3)C3=C2C(=O)OC3)cc1 (configuration not stated)	1%
c1ccc(CSC2=NCCS2)cc1	-8%
O=C(c1ccc(-c2ccccc2Cl)o1)N1CCC1	-6%
COc1ccc(CNC(=O)c2cc(-c3cc(C)ccc3O)n[nH]2)cc1	6%
O=c1c2[nH]c3ccc(F)cc3c2ncn1CCN1CCN(Cc2ccccc2)CC1	-2%
Cc1cccn2c(=O)c3cc(C#N)c(=NC(=O)c4ccccc4)n(Cc4ccco4)c3nc12	-2%
CCC(=O)N1c2ccccc2CC1C(=O)NCCc1ccccc1C (configuration not stated)	-3%
CCCN(C(=O)Cn1cc(S(=O)(=O)N2CCN(c3ccccc3F)CC2)c2ccccc2c1=O)c1cccc(C)c1	5%
CCCCNC(=S)Nc1ccc2nc(N3CCN(CC)CC3)cc(C)c2c1	-3%
Cc1c(S(=O)(=O)c2cccc(Cl)c2)nnn1-c1cccc(C(F)(F)F)c1	7%
Cc1ccc(CNC(=O)c2ccc(S(=O)(=O)N(C)C)cc2)n1C	-4%
O=C(NC1CC(=O)N(c2ccc(F)cc2)C1)c1cccs1 (configuration not stated)	0%
CC(C)C(=O)Nc1nnc(SCc2cc(=O)n3ccccc3n2)s1	-9%
COc1ccc(CNC(=O)CCCc2nnc3n(C(C)C)c(=O)c4sccc4n23)cc1	0%
Cc1cc(Br)cc2cn[nH]c12	5%
COc1ccc(NC(=O)CCNS(=O)(=O)c2cccc3nsnc23)cc1Cl	9%
O=C(CC(c1ccccc1)c1ccccc1)Nc1nn[nH]n1	6%
Cc1ccc(CNC(=O)c2cc3c(=O)n(Cc4cccnc4)ccc3nc2C)cc1	-1%
CCN(C(=O)c1cc2c(=O)oc3ccc(C)cc3c2s1)c1ccccc1F	3%
CC(C)CN(C(=O)COC(=O)c1ccc2ccccc2c1)c1c(N)n(Cc2ccccc2)c(=O)[nH]c1=O	-8%
COc1ccc(CCNC(=O)C(=O)NCC(c2ccco2)S(=O)(=O)c2ccc(F)cc2)cc1 (configuration not stated)	1%
CC(C)[C@H]1C(=O)Nc2ccccc2N1C(=O)N[C@@H](Cc1ccccc1)C(=O)N[C@H](C(=O)O)c1ccccc1	-6%
Cc1ccc(NC(=O)N2CCN(C(=O)c3nsc4ccccc34)CC2)cc1C	5%
Cc1cc(=O)oc2cc(OCC(=O)Nc3ccccc3C(=O)O)ccc12	4%
Cc1ccc(CNC(=O)C2CCCN(c3nc4c(C)cc(C)cc4s3)C2)cc1 (configuration not stated)	-5%
CCCCN(C(=O)c1cc(Cl)nc2ccccc12)c1c(N)n(CCC)c(=O)[nH]c1=O	0%
COc1ccc(CN(C)C(=O)CNC(=O)c2ccc3ccccc3c2)c(OC)c1	-5%
CCc1ccc2nc(N3CCC(C(=O)NCCC(C)C)CC3)sc2c1	3%
c1csc(-c2nc(NCC3CCCO3)c3ccccc3n2)c1 (configuration not stated)	0%
CCOC(=O)c1ccc(NC(=O)CSc2nc(-c3cccs3)cc(C(F)(F)F)c2C#N)cc1	2%
CCOc1ccc(NC(=O)Cn2nc(Cc3ccncc3)c3ccccc3c2=O)cc1	-7%
N#Cc1ccc(CN2CCN(C(=O)C3CC(=O)N(c4ccc5c(c4)OCCO5)C3)CC2)cc1 (configuration not stated)	-1%
C=CCOc1ccc(/C=C/C(=O)OCC(=O)NC(C)c2ccc(F)cc2)cc1 (configuration not stated)	5%
CC(C)(C)NC(=S)NC1CC1	-2%
CC(C)(C)NC(=O)CN(C(=O)c1ccc(Cl)nc1)c1cccc2ccccc12	8%
COc1ccc(Br)cc1/C=C\C(=O)NCc1cccnc1	-5%
CN(C1CCCCC1)S(=O)(=O)c1ccc(F)c(C(=O)Nc2ccc(C(F)(F)F)cc2)c1	-3%
Cc1ccc(F)cc1NC(=O)C1CC(=O)N(Cc2ccccc2)C1 (configuration not stated)	-16%
COc1ccc(-c2onc(C)c2C)cc1S(=O)(=O)NC1CCC(C)CC1 (configuration not stated)	26%
COc1cccc(NS(=O)(=O)c2ccc3[nH]cc(C(=O)N4CCCCCC4)c(=O)c3c2)c1	-10%
CCc1ccc(S(=O)(=O)N(C(=O)c2ccncc2)c2ccc3oc(C)c(C(=O)OC)c3c2)cc1	u
Cc1c(OC(C)C(=O)N2C[C@H]3C[C@@H](C2)c2cccc(=O)n2C3)ccc2c3c(c(=O)oc12)CCCC3 (some centres not stated)	3%
COc1ccc(NC(=O)Cn2c(=O)n(Cc3ccc4c(c3)OCO4)c(=O)c3ccc(C(=O)NC4CCCCC4)cc32)cc1	9%
CC(=O)Nc1cccn(Cc2c(Cl)cccc2Cl)c1=O	0%
COc1ccc(CCNC(=O)c2cc3c(=O)n(C)c4ccccc4c3s2)cc1OC	-5%
CC1C(=O)N(Cc2cn(CCC3OCCCO3)nn2)CCS(=O)(=O)N1Cc1ccc(-c2ccccc2)cc1 (configuration not stated)	2%
O=c1[nH]c(-c2ccc3c(c2)OCO3)nc2c1sc(=S)n2-c1ccccc1	2%
C=Cc1ccc(Cn2c(C(=O)OC)cc3sc(C)cc32)cc1	4%
O=C1/C(=C/c2ccc3c(c2)OCO3)SC(=S)N1CCC(=O)N(CCO)c1ccccc1	12%
COc1cccc(-c2ccc3c(N)c(C(=O)Nc4ccccc4C)sc3n2)c1	2%
CCCCn1cc(S(=O)(=O)c2ccc(OC)cc2)c(=O)c2cc(F)c(F)cc21	4%
CCc1cc(C(=O)N(CC)CC(=O)Nc2c(F)cccc2F)sc1C	11%
CC(C(=O)NCCN1C(=O)S/C(=C\c2cccs2)C1=O)N1C(=O)c2ccccc2C1=O (configuration not stated)	-1%
CCOc1ccc(C(=O)Nc2ccc3nc4c(c(Nc5ccccc5OC)c3c2)CCCC4)cc1	-40%[inhibitor]
Cc1scc(CN2CCN(c3ccc(F)cc3)CC2)c1C	4%
CCOCCCn1c(SCC(=O)NCc2ccccc2)nc2c(sc3ccccc32)c1=O	-11%
NC(=O)NC(=O)COC(=O)c1ccc2c(c1)C(=O)N(Cc1ccccc1)C2=O	-4%
CC1Cc2ccccc2N1C(=O)C1CCCN(S(=O)(=O)c2cccc3cccnc23)C1 (configuration not stated)	5%

Given field by field: part of the list above.
NC(=O)NC(=O)COC(=O)c1ccc2c(c1)C(=O)N(Cc1ccccc1)C2=O
  aSyn yeast rescue = -4%
CC(=O)Nc1cccn(Cc2c(Cl)cccc2Cl)c1=O
  aSyn yeast rescue = 0%
COc1ccc(NC(=O)Cn2c(=O)n(Cc3ccc4c(c3)OCO4)c(=O)c3ccc(C(=O)NC4CCCCC4)cc32)cc1
  aSyn yeast rescue = 9%
COc1cccc(NS(=O)(=O)c2ccc3[nH]cc(C(=O)N4CCCCCC4)c(=O)c3c2)c1
  aSyn yeast rescue = -10%

Back to the main list; the 5 compounds before the break are reprinted first.
Structure	aSyn yeast rescue
CCOc1ccc(C(=O)Nc2ccc3nc4c(c(Nc5ccccc5OC)c3c2)CCCC4)cc1	-40%[inhibitor]
Cc1scc(CN2CCN(c3ccc(F)cc3)CC2)c1C	4%
CCOCCCn1c(SCC(=O)NCc2ccccc2)nc2c(sc3ccccc32)c1=O	-11%
NC(=O)NC(=O)COC(=O)c1ccc2c(c1)C(=O)N(Cc1ccccc1)C2=O	-4%
CC1Cc2ccccc2N1C(=O)C1CCCN(S(=O)(=O)c2cccc3cccnc23)C1 (configuration not stated)	5%
O=C(N/N=C/c1ccc2c(c1)OCO2)c1cccnc1	-8%
COc1ccc(S(=O)(=O)c2c(C(=O)c3ccc(C)c(C)c3)cnc3ccc(F)cc23)cc1	3%
O=C(CN1CCN(Cc2ccc(F)cc2Cl)S1(=O)=O)Nc1ccc(F)cc1	-4%
O=C(CC(=O)c1ccccc1)Nc1cccc([N+](=O)[O-])c1	0%
O=C(Cn1c(=O)c2ccccc2n(CC(=O)Nc2ccc(F)cc2)c1=O)NCCc1ccccc1	-11%
CCCCCn1c(CN2CCN(c3cccc(Cl)c3)CC2)nc2c1c(=O)[nH]c(=O)n2C	4%
CC(C)CN(C(=O)COC(=O)CCC(=O)c1ccc(Cl)cc1)c1c(N)n(Cc2ccccc2)c(=O)[nH]c1=O	3%
COc1ccc(-c2noc(N3CCC(C(=O)Nc4ccccc4OC)CC3)n2)cc1	-5%
CSc1ccc(CCNC(=O)c2ccc(-n3c(C)cc4c3CCCC4)cc2)cc1	-2%
CCn1cc(C(=O)N2CCN(c3ccccc3)CC2)c(=O)c2cc(S(=O)(=O)N3CCC(C)CC3)ccc21	0%
Cc1ccc(-c2nc3ccc(Br)cn3c2Nc2ccc3c(c2)OCO3)o1	4%
COc1ccc(-n2c(C)c(C(C)=O)c3cc(OC(=O)COc4ccccc4)ccc32)cc1	-7%
Cc1nc2ccc(NC(=O)c3ccc(S(=O)(=O)N(C)c4ccccc4)cc3)cc2s1	7%
CN1CCN(C(=O)Cn2ncc3c4ccccc4n(Cc4ccc(F)cc4)c3c2=O)CC1	1%
COc1ccc(/C=C/CN2CCN(Cc3ccccc3)C(CCO)C2)cc1 (configuration not stated)	13%
Cc1ccc(-n2ncc(C(=O)N3CCN(C4CCCCC4)CC3)c2C2CCN(C(=O)OC(C)(C)C)CC2)cc1C	1%
CCOC(=O)/C=C1\SCC(=O)N1CC(=O)NCc1ccc(OC)c(OC)c1	8%
O=C(CCn1c(=O)sc2ccccc21)NCc1ccccc1	-7%
Cc1ccc(Cl)cc1N1CCN(C(=O)CN(c2ccccc2)S(=O)(=O)N(C)C)CC1	-8%
COc1cc2c(cc1OC)C(c1cccs1)N(C(=O)c1cccc(S(=O)(=O)N(C)C)c1)CC2 (configuration not stated)	-12%
COc1cccc(C2CC(=O)Nc3c2c(=O)[nH]c2nc4ccccc4n32)c1 (configuration not stated)	-11%
COc1cc(C(=O)Nc2ccc(C(F)(F)F)cc2)ccc1OCC(=O)N1CCOCC1	6%
COc1ccccc1CNC(=O)Cn1nc(C)c2nn(-c3ccc(Cl)cc3)c(C)c2c1=O	11%
COc1ccc2cc(Br)ccc2c1CC(=O)NCCCN1CCOCC1	-1%
COc1ccc(OC)c(NC(=O)C2CCN(S(=O)(=O)c3ccc4c(c3)CC(C)N4C(C)=O)CC2)c1 (configuration not stated)	-3%
COc1ccccc1NC(=O)CCc1nc2ccccc2s1	19%
CC(C)(C)OC(=O)N1CCC(c2c(C(=O)N3CCN(c4ncccn4)CC3)cnn2-c2ccc(F)cc2F)CC1	3%
CC(C)Oc1ccc(C(=O)N(Cc2ccc(N(C)C)cc2)C2CCS(=O)(=O)C2)cc1 (configuration not stated)	2%
CCn1ccc2cc(S(=O)(=O)N3CCC(C(=O)NCc4ccc(OC(C)C)cc4)CC3)ccc21	7%
COP(=O)(OC)c1nc(-c2cccc3ccccc23)oc1N1CCOCC1	16%
C[C@H](CO)N1C[C@H](C)[C@H](CN(C)C(=O)C2CC2)OCc2cnnn2CCCC1=O	-1%
COc1cccc(NC(=O)CN2CCC(NC(=O)c3ccccc3C)CC2)c1	-9%
COC(=O)c1cn(-c2ccc(F)cc2)c(=O)c2ccccc12	7%
Cc1ccccc1C(=O)Nc1ccc2oc(-c3ccc(Cl)c(Cl)c3)nc2c1	0%
Cc1ccc(S(=O)(=O)N2CCN(C(=O)CNC(=O)c3ccc(Br)o3)CC2)cc1	-6%
COc1cc(NC(=O)CN2C(=O)C(c3ccccc3)=NC2(C)C)cc(OC)c1	-5%
COc1ccc(C)cc1-n1cnc2sc(C)c(C)c2c1=O	0%
N#C/C(=C\c1cccs1)C(=O)Nc1ccccn1	-3%
COc1ccc(CCNC(=O)c2ccc3c(c2)nc2n3CCOC2)cc1OC	3%
CCCCn1c2ccccc2c2cc(CC(N)=O)ccc21	14%
CCOc1ccc(NC(=O)c2c(NC(=O)c3ccncc3)sc3c2CCC(C(C)(C)C)C3)cc1 (configuration not stated)	-14%
O=C(Cn1c2ncccc2c(=O)n1-c1ccccc1)NCc1ccccc1	0%
O=C(CCl)N(Cc1cc(=O)[nH]c2ccccc12)c1ccccc1	-4%
CCN(C(=O)c1coc(=O)c2ccccc12)c1ccccc1C	8%
CN(C)C(CNS(=O)(=O)c1ccc(F)cc1)c1cccnc1 (configuration not stated)	9%
O=C(O)c1ccc(CNC(=O)C2CCN(S(=O)(=O)c3ccc4c(c3)OCCO4)CC2)cc1	-3%
C=Cc1ccc(Cn2c(SCC(=O)N3CCN(c4ccc(F)cc4)CC3)nc3ccccc32)cc1	1%
O=C(Nc1ncc(Cc2ccccc2Cl)s1)c1ccc2c(c1)CC(c1ccccc1)OC2=O (configuration not stated)	2%
CCOC(=O)c1c(C)[nH]c(C)c1S(=O)(=O)N1CCCC(C(=O)Nc2ccc(F)cc2F)C1 (configuration not stated)	2%
CCOc1ccc2nc(Cl)c(C3CC(c4ccccc4)=NN3C(=O)CCC(=O)O)cc2c1 (configuration not stated)	-1%
O=C1CCCC(=O)N1c1ccc(F)cc1	-7%
